Assay outcomes as filed in PubChem.
FAS-TE inh = FAS thioesterase domain inhibitors, primary screen, biochemical, fluorescence intensity, uHTS | Fatty acid synthase (Homo sapiens), P49327 | recombinant FAS-TE, OMFH fluorogenic substrate, fluorescence endpoint | inhibition, % at 15 µM | 360,000 tested, 0.67% active | AID 602261, 2012;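 active = compounds whose normalised, plate-corrected inhibition of enzyme fluorescence in the single-dose primary screen is 50% or more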;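 note: 0% = DMSO with enzyme and 100% = substrate without enzyme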
CSN deneddyl inh = inhibitors of CSN-mediated cullin deneddylation, primary screen, biochemical, fluorescence polarization, uHTS; COP9 signalosome complex subunit 5 (Homo sapiens), Q92905; Purified CSN, SCF-Nedd8-OG deneddylation; inhibition, % at 12.5 µM; 360,000 tested, 0.38% active;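 active = pattern-corrected inhibition above about 35%, with an unprinted fluorescence ratio check between 0.5 and 1.5, limit read from the data, passing the limit was not always enough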;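 note: 0% = enzyme with substrate and 100% = substrate without enzyme; some results filed as inactive read as strong as hits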
Target sequence (Q92905 whole entry, looked up, one chain of several): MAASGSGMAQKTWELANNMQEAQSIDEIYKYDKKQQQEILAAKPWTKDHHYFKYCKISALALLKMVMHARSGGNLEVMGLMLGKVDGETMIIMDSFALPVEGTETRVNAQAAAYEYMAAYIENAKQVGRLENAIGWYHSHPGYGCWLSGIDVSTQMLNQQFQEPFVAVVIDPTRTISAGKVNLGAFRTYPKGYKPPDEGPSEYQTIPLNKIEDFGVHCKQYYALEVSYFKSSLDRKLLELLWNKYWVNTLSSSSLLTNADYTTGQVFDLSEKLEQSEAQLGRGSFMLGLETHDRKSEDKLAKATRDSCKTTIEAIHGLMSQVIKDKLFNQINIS
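Assay system: purified human Csn5 enzyme expressed in HEK293T cells; Input: 0.24 nM Csn5 enzyme, final concentration; Reagent: 10 nM SCFSkp2-Nedd8OG; Compound dosing: 12.5 µM single point; Times: reaction 90 min, room temperature; Technique: fluorescence polarization readout.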
Rpn11 block = Rpn11 (PSMD14) deubiquitinase inhibitors, primary screen, biochemical, fluorescence polarization, uHTS. human 26S proteasome, Ub4-pepOG fluorescence polarization; 20S core pre-blocked with epoxomicin. calls only at 20 µM. 26S proteasome non-ATPase regulatory subunit 14 (Homo sapiens), O00487. 360,000 tested, 0.59% active;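 active = inhibition at 20 µM, scaled to each plate's controls, above about 33%, limit read from the data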
Target sequence (O00487 whole entry, looked up): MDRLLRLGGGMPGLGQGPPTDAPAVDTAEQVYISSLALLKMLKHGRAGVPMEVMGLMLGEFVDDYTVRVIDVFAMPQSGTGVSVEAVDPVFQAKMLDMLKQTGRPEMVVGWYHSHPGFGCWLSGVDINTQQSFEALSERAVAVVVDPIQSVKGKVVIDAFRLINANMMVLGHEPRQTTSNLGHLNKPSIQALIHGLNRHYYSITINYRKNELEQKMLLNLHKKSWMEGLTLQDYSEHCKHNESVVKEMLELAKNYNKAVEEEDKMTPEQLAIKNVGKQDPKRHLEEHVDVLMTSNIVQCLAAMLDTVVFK
Rin1 Abl inh = inhibitors of Rin1-Abl protein binding, primary screen, biochemical, TR-FRET; inhibition, % at 7.35 µM; 360,000 tested, 0.4% active; in the data active = inhibition above about 5%, passing the limit was not always enough
PABP1 MLLE inh = inhibitors of PABP1 MLLE–PAM2 peptide binding, primary screen, biochemical, fluorescence polarization, FITC-PAM2, GST-MLLE; AID 588489, 2011; Polyadenylate-binding protein 1 (Homo sapiens), P11940; 360,000 tested, 0.36% active; inhibition, % at 20 µM; in the data active = inhibition above about 35%, passing the limit was not always enough;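 note: plate controls were DMSO wells with GST-MLLE for no effect and wells lacking GST-MLLE protein for full effect; some results filed as inactive read as strong as hits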
SKN-1 inh = suppressors of acrylamide-induced Pgst-4::GFP reporter in worms, primary screen, SKN-1 inhibitor project, whole organism, uHTS, GFP/RFP fluorescence ratio, strain VP596; inhibition, % at 21.8 µM; 360,000 tested, 0.49% active; C. elegans VP596 Pgst-4::GFP/RFP ratio, 24 h; AID 624304, 2012;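 active = interference check ratio from 0.5 to 1.5 plus GFP to RFP signal ratio inhibition reaching or exceeding a fixed threshold, cut at about 30% in these data, passing the limit was not always enough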; note: some compounds called inactive have numbers as strong as hits
NadD inh = inhibitors of S. aureus NadD, primary screen, biochemical, colorimetric, uHTS | inhibition, % at 20 µM | purified NadD enzyme, colorimetric absorbance read-out | 360,000 tested, 0.78% active; in the data active = inhibition above about 26%; note: some compounds past the cut are filed as inactive
MT1-MMP act inh = blockers of MT1-MMP proenzyme processing, primary screen, HT1080 RFP-PRO-GFP cells, GFP/RFP fluorescence. Matrix metalloproteinase-14 (Homo sapiens), P50281. 360,000 tested, 0.061% active. GFP/RFP ratio fluorescence, overnight; percent of plate control window, DMSO zero. GFP/RFP ratio change, % at 20 µM;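 active = GFP/RFP ratio change of at least 30% with cell ATP level not reduced by more than half and red fluorescence within 50% of control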; note: strong numbers were not always called active
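Assay system: HT1080 RFP-PRO-GFP cells. Benchmarks: DMSO vehicle wells and RFP-L50D-GFP reporter cell wells. Times: overnight cell settling, then overnight compound exposure, 37 °C, 5% CO2. Compound: 20 µM single dose, 1% DMSO. Read-out basis: GFP/RFP fluorescence ratio.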
Neddylation inh = inhibitors of cullin neddylation, primary screen, biochemical, TR-FRET, uHTS, NAE and Ubc12; calls only at 25 µM; AID 651699, 2012; 360,000 tested, 0.58% active; NEDD8-conjugating enzyme Ubc12 (Homo sapiens) + NEDD8-activating enzyme E1 regulatory …; in the data active = inhibition above about 36%
* hit, by the source's call; i = inactive; · = no result given; + = active, no number. Rows are unselected. About 3.9% of those tested had a hit in this group.

| mol | SKN-1 inh | MT1-MMP act inh | Rin1 Abl inh | Rpn11 block | PABP1 MLLE inh | NadD inh | FAS-TE inh | Neddylation inh | CSN deneddyl inh |
| --- | --- | --- | --- | --- | --- | --- | --- | --- | --- |
| COC(=O)/C(=N/Nc1ccccc1C)N1CCCc2ccccc21 | -11 | -5 | -2 | i | 6 | 1 | 8 | i | 0 |
| Clc1ccc(Oc2cnns2)c(Cl)c1 | 20 | 3 | -2 | i | 12 | 1 | -4 | i | 5 |
| COc1ccccc1-n1c(=O)c2c3c(sc2n2c(SC)nnc12)CCC3 | -17 | 4 | 0 | i | -62 | -3 | 10 | i | 0 |
| Cc1ccc(SC(C)C(=O)Nc2c(C)n(C)n(-c3ccccc3)c2=O)cc1 (stereo not drawn) | -5 | 0 | 3 | i | 11 | 2 | -5 | i | -2 |
| COc1ccc(NC(=O)N(C)C[C@H]2OCc3cnnn3CCCC(=O)N([C@H](C)CO)C[C@@H]2C)cc1 | -3 | 5 | 2 | i | -3 | 1 | -8 | i | -3 |
| Cc1ccc(CNC(=O)C(=O)NCC2OCCN2C(=O)c2ccc(Cl)cc2)cc1 (stereo not drawn) | 6 | -3 | -2 | i | -3 | -5 | -7 | i | -10 |
| COc1cccc(/C=N/Nc2nc3ccccc3[nH]2)c1OC | -1 | 6 | 1 | i | -115 | -9 | -4 | i | 0 |
| COC(=O)c1cccc(NC(=O)CSc2nc(C)cc(=O)[nH]2)c1 | 8 | -1 | -3 | i | 21 | 2 | -6 | i | -3 |
| Cc1ccc[n+](CC(=O)Nc2nc3ccccc3s2)c1 | 11 | -7 | 0 | i | -13 | -5 | 0 | i | -1 |
| CCN(C[C@H]1N[C@@](CC)(C(=O)OC)[C@H]2C(=O)N(Cc3ccccc3)C(=O)[C@@H]12)C(=O)Nc1ccc(Cl)cc1 | 17 | -1 | 3 | i | -8 | -3 | 0 | i | 3 |
| Cc1cc(-c2ccc(C)c(S(=O)(=O)NCC3CCN(Cc4ccccc4F)CC3)c2)on1 | 13 | 2 | -1 | i | -4 | -6 | 4 | i | -4 |
| CC(C)N1C(=O)/C(=C\c2nc3ccccc3c(=O)[nH]2)c2ccccc21 | 8 | -10 | 0 | i | -3 | 4 | -6 | i | -9 |
| COc1ccc(CNC(=S)N2CCN(Cc3ccccc3)CC2)cc1 | 11 | 1 | -2 | i | -148 | -7 | 1 | i | 1 |
| Cc1ccc(C(=O)N2CCCC(N3CCN(c4cccc(C(F)(F)F)c4)CC3)C2)s1 (stereo not drawn) | -5 | -7 | 0 | i | -8 | 1 | 22 | i | 1 |
| CC(=O)Nc1ccc(NC(=O)CSc2nc(=O)n(CCCN3CCOCC3)c3c2CCC3)cc1 | 4 | -1 | -1 | i | -5 | -1 | -10 | i | -2 |
| O=C(Nc1ccc(Cl)cc1)N1CCc2ccccc2C1 | 5 | 3 | 2 | i | 6 | 2 | 5 | i | 9 |
| Cc1ccccc1NC(=O)CN1CCC(n2nnc3ccccc32)CC1 | 8 | -3 | 4 | i | -4 | -3 | -7 | i | 0 |
| CCCCn1c(N)c(N(CCC(C)C)C(=O)C2CC(=O)N(c3ccc4c(c3)OCCO4)C2)c(=O)[nH]c1=O (stereo not drawn) | -2 | 3 | 0 | i | -56 | 8 | 1 | i | 0 |
| O=C(Cn1nnc2c(cnn2-c2ccc(F)cc2)c1=O)Nc1ccccc1C(F)(F)F | -10 | -2 | 0 | i | -10 | -9 | -3 | i | 3 |
| Cc1ccnc2nc(C(=O)OCC(=O)N3CCc4ccccc43)nn12 | 5 | 0 | 1 | i | -5 | -4 | -4 | i | -6 |
| Fc1cc2[nH]c(=S)[nH]c2cc1Cl | 1 | 4 | -1 | i | -14 | -1 | 0 | + | 1 |
| NC(N)=Nc1nc2ccc(Cl)cc2c(=O)[nH]1 | 3 | -1 | 4 | i | 4 | 1 | 0 | i | -8 |
| Cc1[nH]c(C)c(S(=O)(=O)NCCc2ccc(S(N)(=O)=O)cc2)c1C(=O)N1CCCC1 | 28 | -2 | 4 | i | 2 | -1 | -1 | i | 0 |
| CC(C)(C)c1ccccc1OCCCCN1CCCC1 | 0 | 0 | 2 | i | 0 | 2 | -2 | i | -2 |

Quoted at random: two records from the list.
| mol | SKN-1 inh | MT1-MMP act inh | Rin1 Abl inh | Rpn11 block | PABP1 MLLE inh | NadD inh | FAS-TE inh | Neddylation inh | CSN deneddyl inh |
| --- | --- | --- | --- | --- | --- | --- | --- | --- | --- |
| Cc1ccc[n+](CC(=O)Nc2nc3ccccc3s2)c1 | 11 | -7 | 0 | i | -13 | -5 | 0 | i | -1 |
| NC(N)=Nc1nc2ccc(Cl)cc2c(=O)[nH]1 | 3 | -1 | 4 | i | 4 | 1 | 0 | i | -8 |

Continued.
| mol | SKN-1 inh | MT1-MMP act inh | Rin1 Abl inh | Rpn11 block | PABP1 MLLE inh | NadD inh | FAS-TE inh | Neddylation inh | CSN deneddyl inh |
| --- | --- | --- | --- | --- | --- | --- | --- | --- | --- |
| COc1ccc(NC2CCCN(C(=O)CCc3cn[nH]c3)C2)cc1 (stereo not drawn) | -9 | -2 | 4 | i | -20 | 2 | -3 | i | 0 |
| COc1cccc(N2CCN(C(=O)CN3C(=O)NC4(CCCC4)C3=O)CC2)c1 | 15 | 2 | 2 | i | 5 | -1 | -6 | i | 2 |
| O=C(Nc1cccc(-c2nc3cccnc3s2)c1)c1cccnc1Cl | 1 | -7 | -5 | i | 0 | 1 | -4 | i | 4 |
| Cc1cc(-c2n[nH]c(=S)n2/N=C/c2cccc([N+](=O)[O-])c2)n[nH]1 | -4 | 4 | 1 | i | -32 | 2 | -5 | i | -8 |
| O=C(COc1ccc2c3c(c(=O)oc2c1)CCC3)c1ccc2c(c1)OCO2 | -4 | -4 | -2 | i | 3 | -6 | 15 | i | -3 |
| O=C(COC(=O)c1ccc(S(=O)(=O)N2CCCC2)cc1)Nc1ccc(Cl)cc1 | 1 | 2 | 1 | i | 7 | 5 | -3 | i | -3 |
| O=c1c(N2CCOCC2)nsn1Cc1ccccc1 | 13 | -1 | -1 | i | 0 | 8 | -8 | i | 2 |
| COCCn1cnc2c1c(=O)n(CC(=O)NCC(F)(F)F)c(=O)n2Cc1ccccc1 | 7 | 4 | -1 | i | 5 | -3 | -12 | i | 0 |
| O=C(O)c1cc(O)c2c(c1)C(=O)c1cccc(O)c1C2=O | 5 | 9 | -1 | i | 68 | 1 | -8 | i | -5 |
| CC(=O)NC(c1ccccc1)c1nc(-c2cnc3ccccc3c2)cs1 (stereo not drawn) | -2 | -1 | -3 | i | -15 | -7 | -5 | i | -5 |
| CCCSc1nsc(NC(=O)CC)n1 | 12 | 3 | 2 | i | 6 | 4 | -3 | i | -16 |
| COc1ccc(-c2nc3ccc(C)cn3c2Cc2ccccc2)cc1OC | -11 | -3 | 2 | i | -5 | 4 | 10 | · | 2 |

A second format for four compounds above:
Order of results: SKN-1 inh	MT1-MMP act inh	Rin1 Abl inh	Rpn11 block	PABP1 MLLE inh	NadD inh	FAS-TE inh	Neddylation inh	CSN deneddyl inh
COc1cccc(N2CCN(C(=O)CN3C(=O)NC4(CCCC4)C3=O)CC2)c1
    15	2	2	i	5	-1	-6	i	2
O=C(Nc1cccc(-c2nc3cccnc3s2)c1)c1cccnc1Cl
    1	-7	-5	i	0	1	-4	i	4
Cc1cc(-c2n[nH]c(=S)n2/N=C/c2cccc([N+](=O)[O-])c2)n[nH]1
    -4	4	1	i	-32	2	-5	i	-8
O=C(COc1ccc2c3c(c(=O)oc2c1)CCC3)c1ccc2c(c1)OCO2
    -4	-4	-2	i	3	-6	15	i	-3

Next part.
| mol | SKN-1 inh | MT1-MMP act inh | Rin1 Abl inh | Rpn11 block | PABP1 MLLE inh | NadD inh | FAS-TE inh | Neddylation inh | CSN deneddyl inh |
| --- | --- | --- | --- | --- | --- | --- | --- | --- | --- |
| CCN(Cc1ccc(C#CCCO)cc1)CC1CCCN(CCc2cccc(OC)c2)C1 (stereo not drawn) | -6 | 3 | 3 | i | 7 | -5 | 2 | i | 2 |
| O=C(CSc1n[nH]c(-c2cccnc2)n1)OC1CCCCC1 | -4 | -1 | 2 | i | 4 | 2 | -3 | i | -7 |
| C=CCNc1cnn(-c2ccccc2)c(=O)c1Cl | -11 | 5 | -4 | i | -1 | 1 | -14 | i | 0 |
| CCOC(=O)C1CCN(C(=O)c2cc3c(s2)-c2ccccc2OC3)CC1 | 5 | 0 | -7 | i | 7 | -5 | 17 | · | -4 |
| COc1ccccc1NC(=O)C1=C(C)Nc2nnnn2C1c1ccccn1 (stereo not drawn) | -5 | 0 | -1 | i | -23 | 7 | -13 | i | 1 |
| O=C(NC(Cc1ccccc1)C(=O)O)/C(=C\c1ccco1)NC(=O)c1ccc(Br)cc1 (stereo not drawn) | 15 | -10 | -1 | i | 7 | 6 | -7 | i | 9 |
| COC(=O)c1nnn(-c2nonc2N)c1CSc1nnc(N)s1 | -5 | -3 | -1 | i | 10 | -8 | -7 | i | -3 |
| COc1ccc(CNC(=O)COc2ccc([N+](=O)[O-])cc2)cc1 | -8 | 0 | -5 | i | 2 | -5 | 11 | i | -3 |
| O=C(O)/C(=C\c1ccco1)NC(=O)c1ccc(Br)o1 | 6 | -2 | -1 | i | -5 | -4 | -4 | i | 5 |
| COc1ccc(N2CCN(CC(=O)Nc3ccc(-n4cnnn4)cc3)CC2)cc1 | 13 | 3 | 2 | i | 9 | -5 | -6 | i | 2 |
| COc1cccc(-n2cc3c(c2-c2ccccc2)c(=O)n(C)c(=O)n3C)c1 | -21 | 4 | -1 | i | -3 | 1 | -1 | i | -5 |
| O=Cc1ccc(OCC(=O)N2CCc3ccccc32)c(Br)c1 | 17 | 0 | 0 | i | 8 | 6 | 11 | i | 0 |
| CNc1nc(N(C)C)nc(N(C)C)n1 | 6 | -1 | -4 | i | -14 | 1 | -2 | i | -3 |
| COc1ccc(C2CC(c3c(-c4ccccc4)c4cc(Cl)ccc4[nH]c3=O)=NN2S(C)(=O)=O)cc1OC (stereo not drawn) | 20 | -19 | -2 | i | 14 | -11 | -4 | i | -3 |
| COc1ccc(NC(=O)c2ccc(-c3csc(C)n3)cc2)cc1 | -5 | 4 | 4 | i | 7 | -5 | 0 | i | -3 |
| CC(=O)C(Cc1ccccc1)NC(=O)CCl (stereo not drawn) | 1 | 4 | 2 | i | -7 | 0 | -4 | i | -7 |
